Epigenetic reg = regulators of epigenetic silencing causing reporter derepression in mouse cells. murine LDR cells, GFP reporter derepression, 30 h. Potency, µM (top dose mostly 53.9 µM), for inactives: at the top dose GFP activation, usual class: activators. 280,000 tested, 0.2% active. AID 1865; further: potency means the concentration at half of the fitted maximal effect; % of control where 0% means no effect; nearly all actives have a fitted effect of over 60% in size
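In this reporter-derepression format, murine cells bearing a silenced integrated CMV-GFP locus incubate with test compound (30 h, 37 C), then are washed and imaged; fluorescent objects of 20–120 um count as induced cells.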
LMNA splice mod = LMNA splicing modulation; HeLa LMNA splicing GFP/RFP minigene ratio, 48 h; Potency, µM (doses to about 46.1 µM), for the others: at the highest dose ratio change, negative = inhibition, actives largely listed as inhibitors; 200,000 tested, 0.01% active; AID 1487; active means well fitted inhibition curve with a large enough effect in the signal ratio, with a control signal flat, not every such curve was filed as active; inconclusive means small, poorly fitted or top-dose-only effect, or effect the other way, or a change in a side signal; the % refers to the signal ratio; further: potency means the concentration at half of the fitted maximal effect; on the % scale 0 is the no-effect control and ±100 the full control effect
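S3 HeLa cells stably expressing lamin A-EGFP splicing minigene plus DsRed2, 600 cells/well, 48 h compound exposure at 37C. Laser-scanning cytometry; analysed as GFP (500-530 nm)/RFP (575-640 nm) total intensity ratio; 0.5% DMSO vehicle.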
NPSR antagonist = neuropeptide S receptor (human) antagonism, cAMP; 220,000 tested, 1% active; AID 1461; CHO-NPSR cells, cAMP TR-FRET, antagonist mode; Potency, µM (highest dose often 38.3 µM), for inactives: at the top dose activity change, negative = inhibition, hits mostly inhibitors; Q6W5P4; further: potency means the concentration at half of the fitted maximal effect; on the % scale 0 is the no-effect control and ±100 the full control effect; nearly all actives have a fitted effect of over 50% in size; many of its hits are not listed in these tables
Target sequence (Q6W5P4 whole entry, looked up): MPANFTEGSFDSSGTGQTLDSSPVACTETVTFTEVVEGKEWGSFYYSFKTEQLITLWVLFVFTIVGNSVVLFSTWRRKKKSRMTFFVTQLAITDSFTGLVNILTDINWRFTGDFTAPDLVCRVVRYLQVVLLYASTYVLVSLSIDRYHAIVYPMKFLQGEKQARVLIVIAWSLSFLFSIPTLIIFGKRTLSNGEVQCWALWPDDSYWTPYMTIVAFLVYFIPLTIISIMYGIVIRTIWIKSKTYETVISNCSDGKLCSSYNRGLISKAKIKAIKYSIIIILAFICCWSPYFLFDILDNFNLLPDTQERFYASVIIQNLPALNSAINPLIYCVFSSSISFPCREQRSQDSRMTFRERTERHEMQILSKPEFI
CBFb RUNX1 block = blocks binding between human CBF-beta and RUNX1; AlphaScreen CBFb-His/RUNX1-biotin binding, biochemical; Potency, µM (doses to about 59.8 µM), inactives show top-dose activity, negative = inhibition, most hits filed as inhibitors; 230,000 tested, under 10 active; Q01196+Q13951; further: % of control where 0% means no effect
Target sequence (Q01196 whole entry, looked up): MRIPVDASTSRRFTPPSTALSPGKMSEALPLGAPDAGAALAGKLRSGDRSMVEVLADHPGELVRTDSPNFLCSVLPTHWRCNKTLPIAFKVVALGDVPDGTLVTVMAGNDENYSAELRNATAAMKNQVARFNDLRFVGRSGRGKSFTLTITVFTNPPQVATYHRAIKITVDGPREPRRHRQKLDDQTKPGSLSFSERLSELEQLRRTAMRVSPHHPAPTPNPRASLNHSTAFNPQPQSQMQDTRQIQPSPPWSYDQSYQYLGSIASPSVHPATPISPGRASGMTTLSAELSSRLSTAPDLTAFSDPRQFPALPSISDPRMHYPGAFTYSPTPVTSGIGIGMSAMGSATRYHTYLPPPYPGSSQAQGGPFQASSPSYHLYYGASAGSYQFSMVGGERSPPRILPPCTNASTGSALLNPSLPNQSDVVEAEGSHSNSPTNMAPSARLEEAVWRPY
Target sequence (Q13951 whole entry, looked up): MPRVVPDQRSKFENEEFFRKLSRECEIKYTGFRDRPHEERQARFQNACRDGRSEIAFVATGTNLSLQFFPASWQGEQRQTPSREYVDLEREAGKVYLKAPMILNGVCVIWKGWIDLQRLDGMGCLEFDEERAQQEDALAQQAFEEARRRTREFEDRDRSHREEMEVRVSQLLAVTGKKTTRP
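Read-out: AlphaScreen. Format: His-CBF-beta with biotinylated RUNX1 (30 nM each) preincubated 20 min, compound 15 min, Ni-chelate plus streptavidin beads 90 min; room temperature throughout.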
Luc counter = counter-screen: inhibitors of Kinase-Glo firefly luciferase | Q27757 | 200,000 tested, 0.28% active | Potency, µM (doses to about 38.3 µM), inactives show at the top dose activity change, negative = inhibition, most hits filed as inhibitors | Kinase-Glo luciferase, ATP luminescence, 8 min; further: potency means the concentration at half of the fitted maximal effect; on the % scale 0 is the no-effect control and ±100 the full control effect; nearly all actives have a fitted effect of over 60% in size
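Inhibition of Kinase-Glo luciferase light generation was assessed at 10 uM ATP in pH 7.2 imidazole buffer, with luminescence measured after eight minutes at ambient temperature.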
IMPase Li inh = IMPase inhibition in cells with lithium potentiation; CHO-M1 cells, IP1 TR-FRET (IP-One), carbachol + lithium; Potency, µM (top dose mostly 59.4 µM), for inactives: at the highest dose activity, negative = IMPase inhibition, usual class: inhibitors; 210,000 tested, 0.35% active; AID 1457;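 further: IP1 builds up when IMPase is blocked and the TR-FRET signal falls; potency means the concentration at half of the fitted maximal effect; plate controls were basal vehicle for no effect and high inhibitor control for full effect; nearly all actives have a fitted effect of over 50% in size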
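Steps: plate 2000 CHO-M1 cells per well and culture 16–30 h; add compound and lithium; incubate 30 min, 37C; add d2-IP1 tracer and Eu cryptate anti-IP1 antibody in lysis buffer; read after 10 min at room temperature.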
aGal spleen mod = inhibits or activates alpha-galactosidase in human spleen homogenate. 240,000 tested, 0.008% active. Potency, µM (series often up to 80 µM), for the others: top-dose activity change, negative = inhibition, hits mostly inhibitors. human spleen homogenate, 4MU-alpha-Gal fluorescence, 40 min. P06280. AID 2107;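 further: potency means the concentration at half of the fitted maximal effect; 0% = enzyme with vehicle and -100% = no enzyme basal signal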
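Spleen homogenate 1 ug + cpd (titration) + 4-MU-alpha-D-galactopyranoside 1 mM; 37C 40 min; 50 mM citrate/phosphate pH 5.0, 0.01% Tween-20; stop pH 10; fluorescence 365/440; AC50 via Hill.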
* hit, by the source's call; ? = inconclusive; · = not tested or not shown; & = joins results of further samples; [ ] = another dose, or the depositor's remark. Unless noted, the call rests on the fitted dose curve; in most records, active means well fitted curve in the direction sought with a large enough effect; inconclusive means small, poorly fitted or top-dose-only effect, or another doubt; inactive means no such curve, though single readings can be large; an effect the other way counts as inactive or inconclusive. Not all compounds are listed; the hit share may differ from the screen's.

item | canonical_smiles | Epigenetic reg | LMNA splice mod | NPSR antagonist | CBFb RUNX1 block | Luc counter | IMPase Li inh | aGal spleen mod
1 | COC(=O)C1=C(C(=O)OC)[C@@H]2N(Cc3ccccc3)c3ccccc3[C@@]23C[C@@H](C(=O)OC)N(C(=O)C2CCC2)C3=N1 | · | -2%[9.22 µM] | · | 0%[13.1 µM] | -3%[7.66 µM] | -2% | 4%[17.5 µM]
2 | Fc1cccc(Nc2ncnc3[nH]ncc23)c1 | -1.5% | ? | -20% | -3% | 3% | -12% | -2%
3 | CN(Cc1ccccc1)CC(O)COc1ccc(CNCc2nccn2C)cc1 (stereo not given) | 1.1% | -11%[46 µM] | -10% | -8% | 1% | 23% | 8%
4 | COC(=O)c1sccc1NC(=O)CC1C(=O)NCCN1C(=O)Nc1ccccc1 (stereo not given) | -1.0% | · | -6% | 4% | · | · | 8%
5 | CCCCCn1c(=N)n(CC(O)COc2ccccc2OC)c2ccccc21 (stereo not given) | -1.0%&0.0% | ? | -9%&-24% | -8%&12% | -2% | -7% | 3%&-2%
6 | CC(=O)OC1CCC(OC(C)=O)c2c1n([O-])c(C)c(C)[n+]2=O (stereo not given) | -1.4% | 3% | 0%[46.1 µM] | -3% | -1% | -15%[38.3 µM] | -1%
7 | Cc1cc(C)c(C)c(OCC(=O)O/N=C(\N)c2ccccn2)c1 | 7.1% | -20% | -16%[46.1 µM] | 3% | -2% | 5%[38.3 µM] | -2%
8 | Cc1cc(-n2nc(C)cc2C)nc(N)n1 | -2.0% | 13% | -4%[46.1 µM] | -1% | 4% | 8%[38.3 µM] | 0%

(continued)
item | canonical_smiles | Epigenetic reg | LMNA splice mod | NPSR antagonist | CBFb RUNX1 block | Luc counter | IMPase Li inh | aGal spleen mod
9 | Cc1cc(=O)[nH]c(SCc2nc3ncccn3c2Br)n1 | 0.0% | -2% | 20%[46.1 µM] | 11% | 1% | 15%[38.3 µM] | 11%
10 | CCOC(=O)c1c(C)[nH]c(C)c1C(=O)COC(=O)c1ccc(Cl)c(S(N)(=O)=O)c1 | -2.9% | 5% | -12%[46.1 µM] | -5% | -2% | 30%[38.3 µM] | -8%
11 | Cc1ccc(SCC(=O)n2nc(C)cc2C)cc1 | 0.0% | -19% | 16% | -23% | -1% | 5% | 0%
12 | Cc1nc(-c2nnc(SCC(=O)Nc3ccc(C(F)(F)F)cc3)n2C)cs1 | 3.4% | · | -31% | 8% | · | · | 6%
13 | CCSc1nc2ccccc2c(=O)n1CCc1ccc(OC)c(OC)c1 | 0.0% | · | -46% | 8% | · | · | -2%
14 | c1ccc(-c2n[nH]c(-c3ccccc3)c2-c2nc3ccccc3[nH]2)cc1 | -2.3% | 0% | -19%[46.1 µM] | -7% | -1% | 3%[38.3 µM] | -8%
15 | O=C(NCc1ccco1)c1cccc(NS(=O)(=O)c2ccccc2F)c1 | -1.8% | 5% | 4% | -3% | 3% | -1% | ?
16 | O=S(=O)(NCCc1ccncc1)c1cc(Br)ccc1F | -0.8% | 10% | -1%[46.1 µM] | 4% | 4% | 12%[38.3 µM] | 4%

More results.
item | canonical_smiles | Epigenetic reg | LMNA splice mod | NPSR antagonist | CBFb RUNX1 block | Luc counter | IMPase Li inh | aGal spleen mod
17 | CC1(C)CC(=O)C2=C(C1)Nc1ccccc1NC2c1cccnc1 (stereo not given) | -1.1% | 7% | -10%[46.1 µM] | 13% | -1% | -3%[38.3 µM] | -14%
18 | CN(Cc1cccs1)C(=O)CCc1c[nH]c2ccccc12 | -5.3% | -10%[46 µM] | 2% | -13% | 0% | 3% | 3%
19 | CCOC(=O)c1ccc(NC(=O)C(=O)NCc2ccc(/C=C(/C#N)C(=O)NCCOC)o2)cc1 | ? | · | -8% | 0% | 1% | 1% | 0%
20 | CN(Cc1ccc(F)cc1)C(=O)c1ccc2c(c1)NC(=O)CS2 | 0.7% | · | 1% | -7% | 3% | 14% | -7%
21 | CCc1[nH]nc2c1C1(CCOC1C)C(C#N)=C(N)O2 (stereo not given) | 1.9% | ? | -11%[46.1 µM] | 2% | 9% | ? | 1%
22 | Cc1ccc(CC23CN4CCN(CC(C4)C2O)C3)c(C)c1 (stereo not given) | 0.0% | -11% | -5%[46.1 µM] | 0% | 3% | 20%[38.3 µM] | 2%
23 | O=C(Nc1ccc(Br)cc1)Nc1ccccc1Cl | 1.0% | ? | 46% | -2% | · | · | 4%
24 | CCCCC(CCC(=O)O)(C(=O)OCC)c1csc(Nc2ccc(OCC)cc2)n1 (stereo not given) | -0.7% | · | ? | 4% | · | · | -8%

Going on with the list.
The line under a structure holds: Epigenetic reg, LMNA splice mod, NPSR antagonist, CBFb RUNX1 block, Luc counter, IMPase Li inh, aGal spleen mod
#25 O=C(Nc1cccc(-c2cn3cccnc3n2)c1)c1ccco1
  4.0%, -13%, -6%[46.1 µM], -5%, 1%, -3%[38.3 µM], ?
#26 CSc1nnc(C)c(=O)n1COC(=O)c1ccc(S(=O)(=O)N2CCOCC2)cc1
  -0.9%, -12%, -8%[46.1 µM], -4%, ·, ·, 11%
#27 COc1cc([N+](=O)[O-])ccc1NC(=O)C[n+]1cccc(C)c1
  4.5%, 7%, 6%[46.1 µM], 24%, 2%, 36%[activator][38.3 µM], 6%
#28 O=[N+]([O-])c1cc(C(F)(F)F)ccc1NCCOc1ccccc1
  0.0%, -18%, -3%, -10%, -3%, -2%, 2%
#29 Cc1ccc(SCc2ccc(C(=O)Nc3ccccc3Br)cc2)cc1
  -0.9%, -6%, ?, 3%, ·, ·, 4%
#30 Cc1ccn2cc(CCNS(=O)(=O)c3ccc4c(c3)CCCC4)nc2c1
  7.0%, ?, 8%, 4%[2.36 µM], 1%, 17%, -1%
#31 Cc1ccc(N(C(=O)CC2NC(=O)NC2=O)C2(C(=O)NC3CCCC3)CCCCC2)cc1 (stereo not given)
  0.0%, -8%, -1%[46.1 µM], 11%, -1%, 11%, 0%
#32 COC(=O)c1ccccc1NC(=O)c1ccccc1SC
  -2.0%, -10%, -6%[46.1 µM], 8%, -5%, 21%, 3%
#33 CC(C)CCNC(=O)CN(Cc1ccco1)C(=O)c1snc(C(N)=O)c1N
  4.5%, 4%[46 µM], 5%, 3%, 2%, 4%, 1%
#34 C=CCN(Cc1cccc(OC)c1OC)S(=O)(=O)N(C)C
  0.0%, 4%, 0%[46.1 µM], 8%, -2%, 2%[38.3 µM], 3%
#35 CCc1ccc2[nH]c(O)c(N=NC3=NC(=O)CS3)c2c1
  1.6%, ·, ?, -13%, ·, ·, -6%
#36 O=C1c2ccccc2C(Nc2ccc3nc(-c4cccnc4)[nH]c3c2)N1Cc1ccco1 (stereo not given)
  1.0%, -28%, -2%, -3%, 4%, 14%, -10%
#37 O=c1c(O)c(-c2ccc(O)c(O)c2)oc2c(OC[C@@H]3O[C@@H](O)[C@@H](O)[C@H](O)[C@H]3O)c(O)cc(O)c12
  1.1%, ·, ·, -28%[21.7 µM], 2%, 7%, -15%
#38 COc1ccc(N2C(=O)CC(Sc3nc4ccccc4s3)C2=O)cc1OC (stereo not given)
  0.0%, ?, 8%, 29%, -3%, 13%, 5%
#39 COc1cc(CNc2ccccc2SC)cc(OC)c1OC
  -3.3%, ?, -1%[46.1 µM], -2%, 2%, 10%[38.3 µM], -11%

Next section, starting with the last three of the part before.
The line under a structure holds: Epigenetic reg, LMNA splice mod, NPSR antagonist, CBFb RUNX1 block, Luc counter, IMPase Li inh, aGal spleen mod
#37 O=c1c(O)c(-c2ccc(O)c(O)c2)oc2c(OC[C@@H]3O[C@@H](O)[C@@H](O)[C@H](O)[C@H]3O)c(O)cc(O)c12
  1.1%, ·, ·, -28%[21.7 µM], 2%, 7%, -15%
#38 COc1ccc(N2C(=O)CC(Sc3nc4ccccc4s3)C2=O)cc1OC (stereo not given)
  0.0%, ?, 8%, 29%, -3%, 13%, 5%
#39 COc1cc(CNc2ccccc2SC)cc(OC)c1OC
  -3.3%, ?, -1%[46.1 µM], -2%, 2%, 10%[38.3 µM], -11%
#40 N/C(=N\OC(=O)c1ccccc1Cl)c1ccc(Cl)cc1
  1.3%, 0%, 4%[46.1 µM], 7%, -3%, 16%[38.3 µM], 23%
#41 COc1ccccc1/C=C(/C#N)C(=O)O
  1.1%, ?, -3%, 5%, ·, ·, -6%
#42 O=S(=O)(c1ccc(Cl)c2ccccc12)N1CCCC1
  1.0%, ·, 9%, 1%, 1%, 13%, 6%
#43 COc1ccc(CCNc2oc(-c3ccccc3OC)nc2C#N)cc1OC
  0.0%, -8%, -11%[46.1 µM], 10%, 4%, -11%, -3%
#44 CCOC(=O)C1C(=O)NC(N2CCCCC2)=NC1c1ccccc1 (stereo not given)
  0.0%, -8%, -10%[46.1 µM], -2%, 4%, 12%[38.3 µM], 2%
#45 O=C(Nc1cc(S(=O)(=O)N2CCCCC2)ccc1N1CCOCC1)c1cc(=O)[nH]c2ccccc12
  -5.6%, ·, -10%, 7%, ·, ·, 3%
#46 CC(=O)N1CCC2(CCCN(C(=O)Nc3cccc(F)c3)C2)CC1
  ·, ·, ·, ·, -3%, 3%, -6%
#47 O=C(/C=C\Nc1cccc(F)c1)c1ccc2c(c1)OCO2
  -2.4%, -1%, -2%[46.1 µM], 7%, ·, ·, 2%
#48 COc1cccc(CC(=O)N[C@@H](CCSC)c2nc3ccccc3[nH]2)c1
  -5.2%, -1%[46 µM], -2%, -7%, 1%, 3%, 2%
#49 Nc1nc2ccccc2n1C(=O)c1ccco1
  0.0%, -5%, -4%, 2%, ?, -4%, 3%
#50 O=C(NCc1cccs1)c1csc2ccccc12
  0.9%, -14%, 0%[46.1 µM], 17%, 3%, -4%, -18%
#51 COc1ccc(NC2c3ccccc3C(=O)N2Cc2ccccc2Cl)cc1OC (stereo not given)
  1.5%, ·, ?, -27%, ·, ·, -5%
#52 Cc1nc(N=Nc2ccc(C(=O)O)cc2)c(COP(=O)(O)O)c(C=O)c1O
  -1.2%, -12%, -16%[46.1 µM], 2%, ?, 8%, 2%
#53 Cc1ccc(C(=O)COC(=O)c2n[nH]c(=O)c3ccccc23)cc1
  3.8%, -8%, -12%[46.1 µM], 5%, -4%, 25%[38.3 µM], 4%
#54 CC(C)c1nnc(SCc2ccc(CSc3nnc(C(C)C)n3N)cc2)n1N
  -0.7%, 2%, -18%[46.1 µM], 0%, 2%, -9%[38.3 µM], -5%
#55 CN(C)CCN(C(=O)c1ccc(S(=O)(=O)N(C)C)cc1)c1nc2cc3c(cc2s1)OCCO3
  -2.0%, 2%[9.22 µM], 24%, 2%, -1%, 10%, 0%
